proCasp3 act: activators of human procaspase-3. recombinant procaspase-3 D3A, Ac-DEVD-pNA absorbance 405 nm. activation, % at 8.5 µM. AID 463141. actives 0.11% (n = 330,000);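 active means activation above the mean of all tested compounds plus 3 SD, cut at about 21% in these data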;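 further: 0% = DMSO alone and 100% = DMSO wells spiked with extra 5 µM PC-3 D3A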
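Assay system: Procaspase-3 D3A mutant, all three cleavage aspartates alanine. Buffer or medium: Zinc-free HEPES saline buffer with Triton X-100. Times: 1 h compound preincubation, 2 h substrate hydrolysis at 25 °C. Measured by: 405 nm absorbance of p-nitroaniline, reads at 0 and 120 min. Read-out basis: percent activation relative to control range. Replicates: singlicate.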
procasp7 counter: counter-screen for procaspase-3 activators: activators of human procaspase-7. P55210. recombinant procaspase-7, Ac-DEVD-pNA absorbance 405 nm; D23A/D198A/D206A triple mutant, cannot self-cleave; scale: DMSO 0, 5 µM enzyme 100. actives 0.093% (n = 330,000). activation, % at 8.5 µM;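 active means percent activation above the screen-wide mean plus 3 SD, cut at about 25% in these data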
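signal = Epi-absorbance of released pNA at 405 nm, two timepoints | assay system = Uncleavable procaspase-7 mutant enzyme | reagent = Ac-DEVD-pNA substrate, 400 µM as added | times = 1 h enzyme–compound preincubation and 2 h substrate reaction, both 25 °C | benchmarks = low DMSO alone, high DMSO plus 5 µM PC-7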
PP5 primary: PP5 (human) phosphatase inhibition; actives 0.18% (n = 320,000); P53041; AID 1987; inhibition, % at 6.7 µM; purified PP5c, OMFP substrate fluorescence;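 active means inhibition above the campaign's mean inhibition across all tested compounds plus 3 SD, cut at about 9.5% in these data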;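 further: 0% = DMSO only and 100% = 100 µM cantharidin control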
Target sequence (P53041 whole entry, looked up): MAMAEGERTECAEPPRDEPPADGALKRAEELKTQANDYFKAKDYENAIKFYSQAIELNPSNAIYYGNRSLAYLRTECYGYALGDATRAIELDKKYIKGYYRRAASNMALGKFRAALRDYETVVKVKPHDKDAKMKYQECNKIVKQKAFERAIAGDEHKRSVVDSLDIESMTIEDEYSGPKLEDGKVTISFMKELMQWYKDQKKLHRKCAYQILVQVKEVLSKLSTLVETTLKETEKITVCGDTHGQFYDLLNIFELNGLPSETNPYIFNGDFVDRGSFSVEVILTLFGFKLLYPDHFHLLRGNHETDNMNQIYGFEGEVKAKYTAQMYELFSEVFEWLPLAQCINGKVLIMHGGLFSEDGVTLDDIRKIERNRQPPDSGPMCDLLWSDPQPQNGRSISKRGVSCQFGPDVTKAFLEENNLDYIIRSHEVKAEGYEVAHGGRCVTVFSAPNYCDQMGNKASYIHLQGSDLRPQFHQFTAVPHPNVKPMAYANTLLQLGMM
TPT1 inh: blocks Candida albicans tRNA 2'-phosphotransferase. recombinant caTPT1, FP RNA substrate dephosphorylation. inhibition, % at 5 µM. actives 0.81% (n = 300,000). AID 1962;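 active means inhibition above the mean of all tested compounds plus 3 SD, set per screening campaign, cut at about 24% in these data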;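 further: plate controls were DMSO alone for no effect and ferristatin control at 100 nM for full effect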
CTSL1 counter: cathepsin L1 inhibition, PFM18AAP counter-screen | recombinant F. hepatica cathepsin L1, Z-Leu-Arg-MCA fluorescence | inhibition, % at 5.96 µM | actives 0.49% (n = 300,000) | AID 1906;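 active means inhibition above the mean of all tested compounds plus 3 SD, set per screening campaign, cut at about 17% in these data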;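 further: 0% = plate median of test compound wells and 100% = 1 µM Z-Phe-Ala-diazomethylketone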
AHR activator: activators of human aryl hydrocarbon receptor; P35869; AHR-responsive luciferase reporter cells, luminescence; activation, % at 5 µM; actives 2.5% (n = 320,000); AID 2796; in the data active means activation above about 47%;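 further: 0% = vehicle wells and 100% = reference agonist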
PP1 counter: blocks human PP1-alpha phosphatase, a PP5 counter-screen | purified PP1alpha, OMFP fluorescence | actives 0.9% (n = 320,000) | AID 2235 | inhibition, % at 6.7 µM | P62136;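 active means inhibition above the mean inhibition of all tested compounds plus 3 SD, computed separately for each screening campaign, cut at about 15% in these data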
Target sequence (P62136 whole entry, looked up): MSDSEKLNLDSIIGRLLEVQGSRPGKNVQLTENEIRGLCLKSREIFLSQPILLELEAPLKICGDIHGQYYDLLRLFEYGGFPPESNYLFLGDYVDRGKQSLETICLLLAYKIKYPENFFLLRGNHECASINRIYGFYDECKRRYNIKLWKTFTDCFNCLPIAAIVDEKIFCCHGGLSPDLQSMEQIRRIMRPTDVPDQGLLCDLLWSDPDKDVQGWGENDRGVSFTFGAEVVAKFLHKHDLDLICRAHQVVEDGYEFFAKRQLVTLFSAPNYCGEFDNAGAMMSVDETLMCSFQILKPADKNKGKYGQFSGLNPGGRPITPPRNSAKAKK
HCV core dimer: blocks dimerization of HCV core protein; TR-FRET GST/Flag-core106 dimerization, 1536-well; inhibition, % at 5 µM; actives 0.33% (n = 300,000);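 active means inhibition above the mean of all tested compounds plus 3 SD, set per screening campaign, cut at about 45% in these data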
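Material: GST/Flag-tagged HCV core106 proteins. Incubation: 4 h, 22.5 °C incubation. Read-out basis: inhibition (%) from 671 over 617 nm ratio. Measured by: TR-FRET, excitation 340 nm, emission 617 and 671 nm.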
PAFAH2 inh: inhibitors of human PAFAH2; recombinant PAFAH2, FP-rhodamine activity probe, fluorescence polarization; Q99487; actives 0.99% (n = 340,000); inhibition, % at 3.39 µM;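 active means inhibition above the mean over all tested compounds plus 3 SD, cut at about 30% in these data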;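 further: inhibitors block probe labeling of enzyme so polarization drops; 0% = enzyme with DMSO and 100% = wells lacking PAFAH2 protein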
An asterisk follows results filed as active; . = not tested or not shown.

Start of the listing, in advance, 12 compounds:
SMILES	proCasp3 act	procasp7 counter	PP5 primary	TPT1 inh	CTSL1 counter	AHR activator	PP1 counter	HCV core dimer	PAFAH2 inh
CCCOC(=O)c1ccc(Oc2cn[nH]c2-c2ccc(OC)cc2O)cc1	-4.8	-0.6	8.4	-3.9	0.5	7.7	-0.7	5.2	3.4
CCOC(=O)C1=C(C)NC2=C(C(=O)c3ccccc32)C1c1ccc(O)cc1 (stereo unspecified)	10.0	-0.4	5.7	-2.3	-3.4	7.2	1.4	-45.9	15.8
O=C(OCc1ccc(-c2ccccc2)cc1)c1cccc(O)c1	-1.1	0.3	6.0	-1.2	-8.5	10.6	-9.6	4.2	-10.5
CC1(C)Cc2c(sc(NC(=O)c3ccc(S(=O)(=O)N4CCCCCC4)cc3)c2C#N)C(C)(C)N1	5.6	-7.2	7.3	3.4	0.2	0.0	6.5	-0.1	6.2
CC(CCOS(N)(=O)=O)c1ccccc1 (stereo unspecified)	2.7	-7.9	-5.3	-0.1	9.7	2.7	-10.0	-15.2	-6.4
CCOC(=O)C1CCCN(C2=NC(=O)/C(=C/c3ccc(OC)c(OC)c3)S2)C1 (stereo unspecified)	2.6	1.9	-1.4	-2.4	1.6	0.2	-2.1	-3.7	-8.9
COC(=O)c1ccc2c(=O)n(Cc3ccc4c(c3)OCO4)c(=S)[nH]c2c1	-0.5	2.8	2.0	-0.8	1.1	2.3	0.6	8.0	-5.7
O=C(Nc1ccc2c(c1)OCO2)c1c[nH]c(=O)n(-c2ccc(F)cc2)c1=O	-5.7	-7.3	1.2	-1.1	2.0	55.1*	-0.2	18.3	-3.6
O=C(O)c1ccc(CSc2nnc(SCc3ccccc3)s2)cc1	-4.4	-3.2	-1.0	-0.5	2.0	-1.1	3.9	7.1	1.6
CCOc1ccccc1N(CC(=O)NC1CCCCC1)S(=O)(=O)c1ccc(C)cc1	6.4	-9.2	-2.8	-6.8	2.3	8.2	9.7	-3.1	-7.5
CC1=CC(=O)C(C(C)C)=C/C1=C(\c1cc(C(C)C)c(OP(=O)(O)O)cc1C)c1ccccc1C(=O)O	2.9	5.5	5.7	-1.7	8.0	1.1	15.2*	7.5	9.7
CCOC(=O)C1(CCc2ccccc2)CCN(Cc2c(O)cccc2OC)CC1	6.2	5.4	-1.9	-2.3	3.8	8.0	4.8	-4.5	0.7

This part in full (from the top)
SMILES	proCasp3 act	procasp7 counter	PP5 primary	TPT1 inh	CTSL1 counter	AHR activator	PP1 counter	HCV core dimer	PAFAH2 inh
CCCOC(=O)c1ccc(Oc2cn[nH]c2-c2ccc(OC)cc2O)cc1	-4.8	-0.6	8.4	-3.9	0.5	7.7	-0.7	5.2	3.4
CCOC(=O)C1=C(C)NC2=C(C(=O)c3ccccc32)C1c1ccc(O)cc1 (stereo unspecified)	10.0	-0.4	5.7	-2.3	-3.4	7.2	1.4	-45.9	15.8
O=C(OCc1ccc(-c2ccccc2)cc1)c1cccc(O)c1	-1.1	0.3	6.0	-1.2	-8.5	10.6	-9.6	4.2	-10.5
CC1(C)Cc2c(sc(NC(=O)c3ccc(S(=O)(=O)N4CCCCCC4)cc3)c2C#N)C(C)(C)N1	5.6	-7.2	7.3	3.4	0.2	0.0	6.5	-0.1	6.2
CC(CCOS(N)(=O)=O)c1ccccc1 (stereo unspecified)	2.7	-7.9	-5.3	-0.1	9.7	2.7	-10.0	-15.2	-6.4
CCOC(=O)C1CCCN(C2=NC(=O)/C(=C/c3ccc(OC)c(OC)c3)S2)C1 (stereo unspecified)	2.6	1.9	-1.4	-2.4	1.6	0.2	-2.1	-3.7	-8.9
COC(=O)c1ccc2c(=O)n(Cc3ccc4c(c3)OCO4)c(=S)[nH]c2c1	-0.5	2.8	2.0	-0.8	1.1	2.3	0.6	8.0	-5.7
O=C(Nc1ccc2c(c1)OCO2)c1c[nH]c(=O)n(-c2ccc(F)cc2)c1=O	-5.7	-7.3	1.2	-1.1	2.0	55.1*	-0.2	18.3	-3.6
O=C(O)c1ccc(CSc2nnc(SCc3ccccc3)s2)cc1	-4.4	-3.2	-1.0	-0.5	2.0	-1.1	3.9	7.1	1.6
CCOc1ccccc1N(CC(=O)NC1CCCCC1)S(=O)(=O)c1ccc(C)cc1	6.4	-9.2	-2.8	-6.8	2.3	8.2	9.7	-3.1	-7.5
CC1=CC(=O)C(C(C)C)=C/C1=C(\c1cc(C(C)C)c(OP(=O)(O)O)cc1C)c1ccccc1C(=O)O	2.9	5.5	5.7	-1.7	8.0	1.1	15.2*	7.5	9.7
CCOC(=O)C1(CCc2ccccc2)CCN(Cc2c(O)cccc2OC)CC1	6.2	5.4	-1.9	-2.3	3.8	8.0	4.8	-4.5	0.7
O=C(O)C1CCCCC1C(=O)NCCc1ccccc1 (stereo unspecified)	-2.4	-1.4	3.2	-5.5	-1.5	-3.0	-5.3	-5.6	-0.4
Cc1sc2ncnc(OCC(=O)N3CCN(S(=O)(=O)c4ccc(Cl)cc4)CC3)c2c1C	-3.6	5.3	-1.6	-0.3	1.5	0.1	-1.0	5.6	3.7
CN(CC(=O)Nc1ccc(Cl)c(Cl)c1)C(=O)CC1OC(=O)c2ccccc21 (stereo unspecified)	6.2	-0.8	0.4	-0.4	-0.9	13.4	-1.8	2.4	5.8
CC(C)C(=O)NCCc1nc2ccccc2n1CCc1ccccc1	6.5	2.8	0.8	-2.7	0.5	0.1	-0.9	-9.6	-1.0
Cc1nn(CC(=O)NCc2cccnc2)c(C)c1[N+](=O)[O-]	0.0	-2.9	-0.1	-0.2	-1.9	-0.6	0.9	-2.2	-4.4
COc1ccc(C2CC(C)=NN2C=O)cc1OC (stereo unspecified)	-0.7	7.2	-0.8	-3.1	0.4	-0.3	-0.6	-2.6	0.9
Cc1ccc2c(Cl)cc(Cl)c(OCC(=O)NC(=O)NCc3ccco3)c2n1	8.5	-13.0	0.4	-0.1	2.6	-0.8	2.1	6.4	-7.6
CN(Cc1ccc2c(c1)OCO2)C(=O)c1cc(-c2ccccc2)c(N2CCOCC2)s1	-1.7	6.7	-0.4	.	.	1.8	0.7	.	1.9
COc1ccc(NC(=O)C2CC(c3c(F)cccc3Cl)=NO2)cc1 (stereo unspecified)	5.8	6.2	0.4	-2.2	-0.3	-2.7	-2.8	8.7	2.5
COc1ccc(C(C)=O)cc1CSCCC(=O)O	0.6	0.3	1.1	0.6	0.1	2.9	-0.6	3.9	-0.4
O=C(Nc1ccc(F)c(Cl)c1)Nc1cnccn1	-1.2	-8.9	0.3	0.1	0.7	7.4	-2.3	7.2	7.4
CCN(CC)CCCNC(=O)c1ccc2c3n(nc2c1)-c1ccc(Cl)cc1CO3	8.9	8.3	0.6	-1.2	2.6	6.5	0.4	-0.8	-4.6
CCCCNc1nc2ccccc2nc1Cl	-0.8	-0.9	3.7	3.0	8.7	-0.3	-2.7	-9.4	-10.2
Cn1cc(C(=O)N2CCN(c3ccccc3)CC2)c(=O)c2cc(S(=O)(=O)N3CCOCC3)ccc21	5.6	3.8	-1.5	-2.7	2.6	0.2	-5.7	1.9	6.2
COC(=O)COc1ccc(S(=O)(=O)NCc2ccc3c(c2)OCO3)cc1C	8.1	-5.2	-1.3	-0.4	-0.6	3.0	-2.5	19.0	-4.3
COc1ccc(-c2c(C#Cc3ccccc3)c3ccccc3n2C)cc1	-8.6	-11.9	-0.6	1.9	1.0	11.7	-0.5	-29.7	5.2
NC1=NC(c2ccc([N+](=O)[O-])cc2)N(c2ccc(F)cc2)C(N)=N1 (stereo unspecified)	-2.0	4.4	2.5	-2.1	1.0	-0.6	1.4	-1.5	1.8
C=CCC[C@@H](Cc1ccc(F)cc1)C(=O)OC[C@@H](C)NC(=O)[C@H](CC=C)CC(=O)N(CCO)Cc1ccccc1	0.8	2.6	.	.	.	0.7	.	.	-5.4
CN(C)C(CNC(=O)CCc1nc2cc(Cl)ccc2n(Cc2ccccc2)c1=O)c1ccccc1 (stereo unspecified)	7.8	-1.4	0.1	1.9	1.2	-2.6	9.8	7.6	-3.7
CCC(C)[C@H]1CN=C(N)N1CCc1cccc2ccccc12 (stereo partly specified)	-3.1	-4.7	1.4	-0.8	6.4	10.4	4.7	-5.7	-0.6
O=C(NC1CC2CCCC(C1)N2C(=O)N1CCCCC1)C1CCCCC1 (stereo unspecified)	-5.7	5.9	0.8	-7.9	-2.3	-1.1	-3.5	-3.9	-4.9
Cc1ccc(CNC(=O)c2ccc(CS(=O)(=O)c3ccccc3C)o2)cc1	6.7	-2.4	-2.4	1.1	-1.1	6.5	-3.8	4.2	7.2
CCN(CC)S(=O)(=O)c1ccc(N/N=C(\C)c2ccc3c(c2)OCO3)c([N+](=O)[O-])c1	-1.5	1.0	2.8	-0.1	-0.7	2.1	-0.4	-4.7	-0.7
COc1ccccc1-c1sc2cc3c(cc2c1C#CCO)OCO3	-3.5	5.5	1.9	.	.	66.8*	0.8	.	7.0
Cc1cc(C)n(CCC(=O)N=Nc2c(O)[nH]c3ccccc23)n1	10.4	12.8	-0.1	-2.4	-1.7	3.5	-4.6	-3.3	-2.3
CCOC(=O)C1(Cc2ccccc2C)CCCN(C(=O)c2cc(C3CC3)[nH]n2)C1 (stereo unspecified)	-11.2	8.6	3.1	0.5	0.0	-0.6	1.3	6.7	0.5
COc1ccc(-c2cc(C(F)F)n3ncc(C(=O)NCC4CCCO4)c3n2)cc1 (stereo unspecified)	-3.3	-0.5	1.4	-1.0	3.3	8.4	-1.6	4.6	-2.0
Cc1ccc(N2C(N)=C(C#N)C3(C(=O)N(C)c4ccccc43)C3=C2CC(C)(C)CC3=O)cc1Cl (stereo unspecified)	1.8	2.8	4.3	-1.0	1.6	3.4	-2.0	-6.0	0.6
CCN1C(=O)C(CC(=O)Nc2ccc(Cl)cc2)N(NC(=O)c2ccncc2)C1=S (stereo unspecified)	-0.4	0.6	0.2	2.4	1.6	1.6	-4.5	-1.4	.
COC(=O)[C@H](CCSC)NC(=O)N1CCN(c2cccc(C(F)(F)F)c2)CC1	-3.3	-5.3	-0.5	0.6	-1.5	0.8	1.8	3.2	7.3
COc1ccc(OC)c(C2C=C(C34CC5CC(CC(C5)C3)C4)NC(=S)N2)c1 (stereo unspecified)	0.9	0.4	0.8	-4.9	2.0	0.7	7.2	11.2	7.9
Cc1ccc(OC(=O)CCc2c(C)nc3ncnn3c2C)cc1	-8.4	-8.0	-1.1	-0.8	1.1	4.0	-2.0	0.1	3.3
Cc1ccc(C2c3sc(=O)[nH]c3SC3C(=O)NC(=O)C32)cc1 (stereo unspecified)	-10.0	-0.5	3.9	-3.2	-2.6	1.2	-0.3	0.1	-9.1
CC(=O)Nc1ccc(Nc2nc(C)nc3c2nnn3Cc2ccccc2Cl)cc1	0.6	-3.1	7.1	-1.9	8.2	15.6	2.0	-7.7	-1.9
